SSB-PriA inh – inhibitors of Klebsiella pneumoniae PriA binding to SSB C-terminal tail, primary screen, biochemical, AlphaScreen. AID 1272365, 2023. AlphaScreen SSBct-PriA binding, biotinylated peptide. PriA–SSB C-terminal tail interaction (Klebsiella pneumoniae). inhibition, % at 33 µM. 0.6% of 430,000 active; in the data active = inhibition mostly above about 37%, no sharp cut-off; inactive = mostly below about 20%;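 also: plate controls were negative control peptide for no effect and reference peptide for full effect; strong numbers were not always called active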
Numbers without * were called inactive; & = joins results of further samples. This is a subset; rates above refer to the full screens.

SMILES	SSB-PriA inh
CCCCOc1ccc(C(=O)NCC(OC)c2ccccc2C)cc1 (stereo not given)	-8.0
O=S(=O)(NCc1cncc(-c2ccsc2)c1)c1ccc(OC(F)(F)F)cc1	-10.0
COc1ccc2nc(-c3ccc(F)c(NC(=O)c4ccccc4C)c3)cn2n1	-18.0
COC(=O)c1ccccc1NC(=O)c1cc2cccnc2n(Cc2ccc(F)cc2)c1=O	-2.0
CCOc1ccc(C(C)(C)C)cc1S(=O)(=O)N1CCC(C(N)=O)CC1	-14.0
O=C(NC1CCCC1)c1cccn1Cc1nc(-c2ccccc2)no1	-12.0
Cc1cc2ncn(CC/C(N)=N\O)c2cc1C	1.0
O=C(c1ccccc1Cl)N1CCN(Cc2nc3ccccc3[nH]2)CC1	-2.0
Cc1ccc(NC(=O)C(C)Cn2nc(C)nc2C)c(C)c1 (stereo not given)	5.0
O=C1Nc2ccc(I)cc2C1=O	-4.0
O=C(/C=C/c1cccc2ccccc12)Nc1ccc(S(=O)(=O)N2CCCCCC2)cc1	-7.0
COC(=O)N1CCC(CNS(=O)(=O)c2cnn(C)c2)CC1	-11.0
O=S(=O)(NCCCCN1CCO[C@H](c2ccccc2)C1)c1ccc2c(c1)CCCC2	6.0
N#C/C(=C/Nc1ccc2c(c1)OCO2)S(=O)(=O)c1ccc(Cl)cc1	-5.0
CCCCOc1ccc(CNC(=O)c2cn[nH]n2)cc1	-10.0
COC(=O)c1ccc(NC(=O)CSc2ccc3nnc(-c4ccccn4)n3n2)cc1	-13.0
C=CCn1c(SCCC(=O)Nc2ccc(F)cc2)nc2sc(C)c(C)c2c1=O	-1.0
CC1SC(C)C(=O)N(CC(=O)Nc2ccc3c(c2)OCCO3)C1=O (stereo not given)	-11.0
Cc1nc2ccc(NC(=O)Nc3cccc(Cl)c3)cc2s1	-5.0
O=C(NCc1ccccc1)Nc1cccc(-c2nc3cccnc3s2)c1	-5.0

Among those listed so far, 4 contain fluorine.
SMILES	SSB-PriA inh
O=S(=O)(NCc1cncc(-c2ccsc2)c1)c1ccc(OC(F)(F)F)cc1	-10.0
COc1ccc2nc(-c3ccc(F)c(NC(=O)c4ccccc4C)c3)cn2n1	-18.0
COC(=O)c1ccccc1NC(=O)c1cc2cccnc2n(Cc2ccc(F)cc2)c1=O	-2.0
C=CCn1c(SCCC(=O)Nc2ccc(F)cc2)nc2sc(C)c(C)c2c1=O	-1.0

(cont.)
SMILES	SSB-PriA inh
Cc1cc(S(=O)(=O)Nc2ccc3c(c2)OCC(C)(C)C(=O)N3)ccc1F	-1.0
CCc1[nH]nc(S(=O)(=O)NCc2ccccc2OC)c1C(=O)OC	2.0
CC(=NNC(=O)c1ccccc1)c1ccc(NC(=O)C(F)(F)F)cc1	-2.2
CCOC(=O)c1ccc(-c2ccc(/C=C/C(=O)c3ccc(NC(=O)c4ccco4)cc3)o2)cc1	-8.0
Cn1nc(CNC(=O)c2cnc3ccccc3n2)cc1C1CC1	-6.0
COc1ccc(NC(=O)c2ccc(S(=O)(=O)c3ccc(C)c(C)c3)nc2)cc1	-5.0
CC1CC(C)CN(c2ccnc(SCC(=O)NCc3ccccc3)n2)C1 (stereo not given)	-19.0
COc1ccc(CC(=O)Nc2cc(C)nn2-c2nc(-c3cccs3)cs2)cc1OC	-4.0
CCCCOC(=O)c1ccc(N2C=C(C#N)S(=O)(=O)c3ccc(Cl)cc32)cc1	-6.0
O=C(Cn1cnc2ccccc21)NN=Cc1cccnc1	-4.2
O=C1Cc2cccc3c2N1CCC3	22.0
COC(=O)C(C)Sc1ccc(NC(=O)c2cccc(F)c2)nn1 (stereo not given)	-6.0
COc1ccc(Cl)cc1C(=O)N(Cc1ccsc1)Cc1ccccn1	-8.0
COC(C)(CNC(=O)c1ccc(S(=O)(=O)N(C)C)cc1)c1ccccc1F (stereo not given)	-4.0
Nc1ccc(C(=O)NN=Cc2ccccc2)cc1	-1.0
Cc1ccc(-c2nnc(CN3CCN(c4ccccc4)CC3)o2)cc1	-10.0
CCOc1ccccc1NC(=O)Cn1nc(-c2cccs2)c2sc(N3CCOCC3)nc2c1=O	8.0
S=C(NCc1ccccc1)NNc1nc(N2CCOCC2)nc(N2CCOCC2)n1	-5.0
O=C(Nc1onc2c1CSC2)[C@@H]1COc2ccccc2O1	-9.0
COCC(=O)N1CCC[C@H]1c1nc(C)no1	-5.0
CCOc1ccc(S(=O)(=O)Nc2cc(-c3cn4nc(OC)ccc4n3)ccc2C)cc1	-5.0
C[C@H]1CCc2c(sc(Nc3nc4c(F)cccc4s3)c2C(N)=O)C1	-6.0
CN(C)CC1COCCN1C(=O)c1ccccc1C(=O)c1ccccc1 (stereo not given)	5.0
O=C(CNC(=O)C1COc2ccccc2O1)NN=Cc1cc(Br)c(O)c(Br)c1 (stereo not given)	-5.1
Cc1cc(NC(=O)c2cc(Cl)ccc2Cl)ccc1N1CCCC1=O	3.0
O=C(O)c1cccc(Oc2ccccn2)c1	-1.0
N#Cc1ccc(C(=O)Nc2cccc(-c3nc4ccccc4s3)c2)cc1	3.0
CCCC(=O)Nc1c(-c2ccc(OC)c(OC)c2)c(=O)c2ccccc2n1C	-4.0
Cn1nc(C(=O)NCc2ccccc2Cl)ccc1=O	2.0
O=S(=O)(NCCc1csc(-n2cccn2)n1)C1CC1	-21.0
O=C(CS(=O)(=O)c1cccs1)N1CCN(c2ccc(F)cc2)CC1	3.0
Cc1cc(NC(=O)Cn2nc(-n3ccc4ccccc43)ccc2=O)no1	-6.0
NCc1ccsc1	-13.0
Nc1ccccc1N1CCNC(=O)C1	-12.0
O=C(Nc1ccccc1)N1CCN(c2ccc3nncn3n2)CC1	-1.0
CSc1ccc2nc(NCc3ccccc3)sc2c1	-6.0&5.0
O=C(Nc1ccc(OC(F)(F)F)cc1)c1ccc(S(=O)(=O)NC2CC2)o1	-12.0
COc1ccc(-c2cc(OCC(=O)Nc3ccc(OC)c(OC)c3)c3ccccc3n2)cc1	20.0
Cc1ccc(S(=O)(=O)N=S(C)CC2CC2(Cl)Cl)cc1 (stereo not given)	-4.0
CSc1cccc(NC(=O)CN(C)c2nc3c(Cl)cccc3s2)c1	-12.0

Part of the list above in order of length of the SMILES, highest first.
SMILES	SSB-PriA inh
Cc1ccc(-c2nnc(CN3CCN(c4ccccc4)CC3)o2)cc1	-10.0
COC(=O)N1CCC(CNS(=O)(=O)c2cnn(C)c2)CC1	-11.0
O=C(Cn1cnc2ccccc21)NN=Cc1cccnc1	-4.2

Random excerpt: 6 entries already listed
SMILES	SSB-PriA inh
Cc1cc(NC(=O)Cn2nc(-n3ccc4ccccc43)ccc2=O)no1	-6.0
CSc1ccc2nc(NCc3ccccc3)sc2c1	-6.0&5.0
Cc1ccc(S(=O)(=O)N=S(C)CC2CC2(Cl)Cl)cc1 (stereo not given)	-4.0
Nc1ccccc1N1CCNC(=O)C1	-12.0
NCc1ccsc1	-13.0
COc1ccc(-c2cc(OCC(=O)Nc3ccc(OC)c(OC)c3)c3ccccc3n2)cc1	20.0

Following part:
SMILES	SSB-PriA inh
O=C(Cc1ccc(F)cc1)Nc1cc2c3c(c1)CCC(=O)N3CCC2	7.0
CC1=NN(c2ccccc2)C(=O)C1=Cc1c(O)n(-c2ccc(F)cc2)[nH]c1=O	-6.7
CC(O)(CNC(=O)C(=O)Nc1ccccc1C#N)c1ccc(-c2ccccc2)cc1 (stereo not given)	-7.0
Cc1ccc2nc(C)c(NC(=O)c3ccco3)c(=O)n2c1	-20.0
O=C(NCc1cc(F)ccc1F)c1cn[nH]n1	-11.0
Cc1nc(Sc2c[nH]c3ccccc23)c2c3c(sc2n1)CCCC3	-1.0
CC1(C)Oc2ccc3ccc(=O)oc3c2C(=CNc2ccccc2)C1=O	-12.8
Cc1n[nH]c(C)c1S(=O)(=O)NCCn1ncc2c(N3CCCC3)ncnc21	-3.0
CC(C)S(=O)(=O)c1ccc(CC(=O)N(CCc2cccs2)C2CCOCC2)cc1	2.0
CC1CCc2c(sc3nc(CCC(=O)NCCc4ccc(S(N)(=O)=O)cc4)[nH]c(=O)c23)C1 (stereo not given)	-9.0
COc1ccc(NC(=Nc2nc(C)cc(C)n2)NC(=O)c2ccccc2)cc1	1.7
O=S(=O)(c1ccc(Cl)s1)N1CCC(c2nnc(-c3ccco3)o2)CC1	-11.0
CC[C@@H](C(=O)NCc1cnn2ccccc12)c1ccccc1	0.0
COc1ccc2c(c1)s/c(=N/NC(=S)NC(=O)CN1C(=O)CCC1=O)n2C	-11.0
O=C(Cc1ccc2c(c1)OCO2)NCc1ccnc(-c2cccs2)c1	-19.0
Cc1c(C(=O)N2CCS[C@H](c3ccccc3)CC2)cnn1-c1ccccc1	16.0
S=C(NCCn1c(-c2ccccc2)csc1=Nc1ccccc1)NC1CCCCC1	5.0
CC(C)c1cc(C(=O)NN=Cc2c[nH]c3ccccc23)n[nH]1	0.0
CCSc1ccccc1C(=O)NCC[C@H](O)c1cccs1	-20.0
O=C(NCCn1nc(-c2ccccc2)ccc1=O)Nc1ccc(F)cc1F	11.0
O=C(NCC(Cc1cccc(F)c1)n1cccc1)c1cnccn1 (stereo not given)	-10.0
COc1ccc(S(=O)(=O)Nc2ccc3c(c2)N(C(=O)c2ccco2)CC3)cc1Cl	19.0
Cn1cc(-c2ccco2)nc1CCNC(=O)c1cc(C2CC2)on1	0.0
Cc1cc(C)c(NC(=O)CC2CCCCN2S(=O)(=O)c2ccc(F)cc2)c(C)c1 (stereo not given)	25.0
Cn1cccc1C=NNC(=O)c1cccc(OC(F)(F)C(F)F)c1	18.1
COc1ccc(C2CC(=O)N(CC(=O)NC3CCCCC3)c3ccccc3S2(=O)=O)cc1OC (stereo not given)	10.0
O=C(Cc1cccs1)N1CC(Oc2nc3ccccc3s2)C1	-5.0
Cc1cccc(CC2SC(=NN=Cc3ccco3)N(c3ccccc3)C2=O)c1 (stereo not given)	-1.4
CC(=O)c1cc(C(=O)OCC(=O)Nc2ccc3c(c2)OCCO3)c2ccccn12	-29.0
O=C(Cn1cnc2c(sc3ncccc32)c1=O)NCc1ccc2c(c1)OCO2	-1.0&9.0
Cc1ccnc(Nc2nc(CC(=O)O)cs2)c1	-5.0
COc1ccc(Cl)cc1S(=O)(=O)NCc1cncc(-c2ccsc2)c1	6.0
Cc1ccc(COc2cccc(C=NNC(=O)c3nnn(-c4nonc4N)c3C)c2)cc1	-7.5
N#Cc1nccnc1O[C@H]1CCCN(C(=O)COc2ccccc2F)C1	-10.0
CCN1C(=O)C(C)(C)COc2ccc(NC(=O)c3ccc(C)cc3)cc21	18.0
O=C(CSc1nnc(SCc2ccccc2)s1)NN=Cc1c(Cl)cccc1Cl	-14.5
CN(C)S(=O)(=O)c1ccc(C(=O)NCc2nc(-c3cccn3C)no2)cc1	6.0
Cc1ccc2nc(SCCOc3ccccc3C)[nH]c2c1	-8.0
O=c1c2c3c(nn2cnn1Cc1cc(=O)n2ccccc2n1)CCCC3	-30.0
Cc1ccc(-c2csc3nc(SCC(=O)N4CCCC4)n(-c4ccccc4)c(=O)c23)o1	-18.0
COc1ccc(NC(=S)NCCc2cc3ccc(C)c(C)c3[nH]c2=O)cc1OC	14.0
O=C(NCC1(O)CCOc2ccccc21)c1ccoc1 (stereo not given)	21.0
CC(=O)c1ccc(N2CCN(C(=O)[C@@H]3CSCCC(=O)N3)CC2)cc1	-4.0
CC(C)(C)c1ccc(NC(=O)N(Cc2ccoc2)Cc2cccs2)cc1	1.0
CN(C)c1ccc(C=NNc2nc3ccccc3o2)cc1	-2.5
COc1cccc2cc(C(=O)Nc3onc4c3CCCC4)oc12	7.0
NC(=O)C1Cc2ccccc2N1C(=O)CCCN1C(=O)c2ccccc2C1=O (stereo not given)	0.0
Cc1ccccc1C(=O)NCCn1cc(SCC(=O)Nc2cc(C(F)(F)F)ccc2Cl)c2ccccc21	-14.0
Cc1ccccc1NC(=O)N1CCCSC[C@@H]1CN1CCOCC1	-4.0
O=C(C(=O)N1CCN(C(c2ccccc2)c2ccccc2)CC1)c1c[nH]c2ccccc12	21.0
Other compounds.
SMILES	SSB-PriA inh
CN1CCN(CCC(=O)NN=Cc2cc3c(cc2[N+](=O)[O-])OCO3)CC1	-3.5
O=C(NCCc1csc(-n2cccn2)n1)Nc1ccccc1C(F)(F)F	-3.0
COC(=O)CSC1CCN(C(=O)c2ccccn2)C1 (stereo not given)	0.0
Cc1ccc(S(=O)(=O)NC(=O)NNC(=O)NC2CCCCC2)cc1	-4.0
C=CCn1c(NN=Cc2ccc(O)cc2)nc2ccccc2c1=O	6.2
COc1cc(C=NNC(=O)C(C)(C)O)ccc1OC/C=C/c1ccccc1	-7.1
Cc1cc(=O)[nH]c(-n2nc(C)c(CCC(=O)Nc3cccc(C(F)(F)F)c3)c2C)n1	-18.0
COc1ccccc1C(=O)Nc1ccsc1-c1nc(C2CC2)no1	-11.0
CC(C)(C=NO)/[N+]([O-])=C/C=[N+](\[O-])C(C)(C)C=NO	-0.9
COc1ccccc1Oc1ccc(S(=O)(=O)N[C@@H](CC(C)C)C(=O)O)cc1	-29.0
O=C(NCc1ccc(F)cc1F)c1ccc(Cn2ccnc2)cc1	-6.0
COc1ccc(NC(=O)C2CC(=O)NC(=N)S2)cc1 (stereo not given)	-8.8
CC1(C)Cc2cccc(OCCCS(=O)(=O)NCc3ccc(F)cc3)c2O1	-8.0
CCCS(=O)(=O)N1CCc2ccc(NC(=O)C3CCCCC3)cc2C1	7.0
COc1ccc(Cl)cc1C(=O)Nc1ccc2c(c1)CCCN2S(=O)(=O)c1ccc(F)cc1	-9.0
Cc1ccccc1-c1noc(CS(=O)(=O)c2ccc(CC(C)C)cc2)n1	-1.0
CCc1cccc2sc(NC(=O)Cc3ccc4c(c3)OCO4)nc12	-13.0
COc1cccc2c1OCCC2=NNC(=O)C(C)Oc1ccc([N+](=O)[O-])cc1 (stereo not given)	-5.9
Cc1cc(NC(=O)COc2ccccc2)n(C(C)C)n1	-11.0&-3.0
Cc1nnc(C2CCCN(C(=O)Cc3ccc(F)cc3)C2)s1 (stereo not given)	-4.0
O=C(CSc1nnc(Cc2ccccc2)o1)Nc1ccc(OC(F)(F)F)cc1	1.0
COc1ccccc1-c1csc(N)n1	6.0
COC(=O)Nc1ccc(S(=O)(=O)NC2CC3CCC(C2)N3S(C)(=O)=O)cc1 (stereo not given)	-7.0
